SW480 rerep – inducers of DNA re-replication in SW480 colon cancer cells; SW480 DNA re-replication, Hoechst DNA content imaging, 48 h; Potency, µM (series often up to 46.1 µM), for inactives: at the highest dose re-replication activation, most hits filed as activators; 1.8% of 340,000 active; AID 624297; further: potency means the concentration at half of the fitted maximal effect; % of control where 0% means no effect; nearly all actives have a fitted effect of over 55% in size
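Readout is total intensity of Hoechst-stained nuclei, excited at 405 nm and collected at 500-530 nm. Compound treatment lasted 48 hr at 37 C in 5% CO2 before staining.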
KB-3-1 tox – kills parental KB-3-1 adenocarcinoma cells; KB-3-1 viability, CellTiter-Glo ATP luminescence, 72 h; Potency, µM (highest dose often 46.1 µM), for inactives: at the highest dose activity change, negative = cytotoxic, actives largely listed as cytotoxic; 1.4% of 400,000 active; AID 1347075; further: potency means the concentration at half of the fitted maximal effect; on the % scale 0 is the no-effect control and ±100 the full control effect; nearly all actives have a fitted effect of over 60% in size
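Here the drug-naive KB-3-1 line serves as comparator for MDR sub-line selectivity; cells received compound titrations, 72 h at 37 °C, then CellTiter-Glo readout.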
HT1080 IDH1KD tx – toxicity to HT-1080 IDH1 knockdown cells (counter line) | HT-1080 IDH1 knockdown viability, ATP luminescence, 48 h | Potency, µM (titrated, usually from 46.1 µM), for inactives: top-dose activity, negative = toxicity, actives largely listed as cytotoxic | 2% of 360,000 active;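 further: potency means the concentration at half of the fitted maximal effect; 0% = DMSO wells and -100% = cell-free medium wells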
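Knockdown cells (IDH1KD HT-1080) received compounds 2 h after plating at 750 cells/well and were kept 48 h at 37 °C in 5% FBS RPMI. A CellTiter-Glo luminescence read gave % activity for curve fitting.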
HT1080-NT tox – kills 2HG-producing HT-1080-NT fibrosarcoma cells | HT-1080-NT fibrosarcoma viability, CellTiter-Glo ATP luminescence, 48 h | 1.6% of 360,000 active | Potency, µM (top dose mostly 46.1 µM), for the others: at the highest dose activity, negative = less viability, usual class: cytotoxic | AID 686970;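 further: NT is the 2HG producing partner of a matched IDH1 knockdown line; potency means the concentration at half of the fitted maximal effect; 0% = DMSO-treated cells and -100% = media-only wells without cells; nearly all actives have a fitted effect of over 55% in size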
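Fibrosarcoma NT cells, 750 per well in 5% FBS RPMI, were exposed to compound for 48 hours. Viability: CellTiter-Glo luminescence.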
MCF10A rereplic – inducers of DNA re-replication in MCF 10A breast cells; AID 624296; 2.9% of 350,000 active; Potency, µM (titrated, usually from 46.1 µM), without a hit: at the highest dose activity, positive = re-replication, actives largely listed as activators; MCF 10A DNA re-replication, Hoechst nuclear intensity, 48 h; further: potency means the concentration at half of the fitted maximal effect; % of control where 0% means no effect; nearly all actives have a fitted effect of over 50% in size
ATXN2 expr inh – inhibitors of ATXN2 expression; HEK-293 ATXN2-luciferase reporter, luminescence, 24 h; Potency, µM (top dose mostly 57 µM), inactives show at the highest dose activity change, negative = inhibition, actives largely listed as inhibitors; 0.72% of 360,000 active; AID 1745845; further: potency means the concentration at half of the fitted maximal effect; on the % scale 0 is the no-effect control and ±100 the full control effect; nearly all actives have a fitted effect of over 55% in size
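ATXN2-luciferase reporter cells (luciferase flanked by upstream and downstream ATXN2 gene portions) were treated 24 h at 37 °C with compounds at up to 57 uM. SteadyGlo luminescence gave expression; GF-AFC fluorescence gave viability.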
HepG2 tox – HepG2 cytotoxicity, counter-screen for TGF-b inhibitors; Potency, µM (top dose mostly 46.1 µM), without a hit: at the highest dose activity change, negative = cytotoxicity, usual class: cytotoxic; HepG2 CAGA-GFP viability, ATP luminescence, 18 h; 0.76% of 410,000 active; further: potency means the concentration at half of the fitted maximal effect; some results filed as inactive show a strong effect at the top dose
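HepG2 CAGA-GFP cells (1000/well, DMEM with 1% FBS) received compound, then TGF-beta at 500 pg/mL final, and were incubated 18 hours at 37 degrees C. Viability was read by CellTiter-Glo luminescence. Media-only wells were set as complete cell-killing and DMSO as no toxicity.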
IL1B secr inh – blocks inflammasome-driven IL-1 beta release. THP-1 LPS/ATP IL-1B secretion, AlphaLISA, 16 h; stronger effect = lower value. activity change, % at 57.5 µM. 4.7% of 360,000 active; in the data active means activity change below about -50%; inconclusive means mostly about -30% to -49%; further: on the % scale 0 is the no-effect control and ±100 the full control effect
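Secreted IL-1B measured by AlphaLISA bead assay after 16 h compound exposure of THP-1 cells; compounds (final up to 57.5 uM) added 1 h before LPS (250 ng/mL) and ATP (1.25 mM) stimulation; lower signal means less secretion.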
ATXN viability – viability counter-screen for ATXN expression inhibitors | S2 cells (HEK-293 line with an ATXN2-luciferase reporter) viability, CellTiter-Fluor protease fluorescence, 24 h | Potency, µM (highest dose often 56.7 µM), actives largely listed as cytotoxic | 0.49% of 400,000 active; further: potency means the concentration at half of the fitted maximal effect; nearly all actives have a fitted effect of over 40% in size
Active calls of the source: *; i = inactive; ? = inconclusive; . = not tested or not shown; [ ] = remark or other dose. Unless noted, the call rests on the fitted dose curve; in most records, active means well fitted curve in the direction sought with a large enough effect; inconclusive means small, poorly fitted or top-dose-only effect, or another doubt; inactive means no such curve, though single readings can be large; an effect the other way counts as inactive or inconclusive.

SMILES	SW480 rerep	KB-3-1 tox	HT1080 IDH1KD tx	HT1080-NT tox	MCF10A rereplic	ATXN2 expr inh	HepG2 tox	IL1B secr inh	ATXN viability
COc1cc(CC(NC(C)=O)C(=O)NC2CCN(C(=O)c3cc(OC)c(OC)c(OC)c3)CC2)cc(OC)c1 (stereo not given)	-3%	1%	11%	16%	-3%	1%	1%	-10	i
C=CCN(CC=C)CC(O)CN(c1cc([N+](=O)[O-])ccc1OC)S(=O)(=O)c1ccccc1 (stereo not given)	-1%	-10%	-11%	-9%	-1%	-11%	-24%	-1	i
CCCc1nc2ccc(N)cc2c(=O)n1Cc1ccccc1Cl	1%	0%	-12%	-3%	7%	16%	21%	0	i
CCCCN(CC)CCCNC(=O)c1cc2c(=O)[nH]c3ccccc3c2n1C	.	-3%	.	.	.	-11%	-27%	.	?
COc1ccc(N2CCN(CCNC(=O)CCNS(=O)(=O)c3cccs3)CC2)cc1	-1%	6%	5%	2%	7%	8%	2%	-9	i
CCC1=C(OC(=O)N(CC)CC)N2C(=O)OC(=NCC3CC3)[C@]2(Cc2ccccc2)[C@H]2C1=CC[C@H]1C(=O)N(CC)C(=O)[C@H]12	9%	-5%	?	?	?	0%	-4%	?	?
CCOc1ccc(/C(O)=C2/C(=O)C(=O)N(CCCN3CCOCC3)C2c2ccc(F)cc2)cc1C (stereo not given)	2%	6%	14%	-3%	5%	1%	10%	-2	i
Cc1cc(=O)oc2cc(OCC(=O)N/N=C/c3ccccc3O)ccc12	2%	?	-11%	-26%	-14%	-6%	-9%	23	i
COc1cccc2c(=O)cc(C)n(CC(=O)Nc3ccc(Br)cc3)c12	0%	1%	10%	1%	-1%	1%	16%	24	i
CCC(C)[C@@H](C(=O)Nc1ccc(OC)c(OC)c1)N1Cc2ccccc2C1=O (stereo not given in full)	23%	-10%	0%	-11%	14%	-7%	-3%	3	i
CCOC(=O)CSc1cn2c(n1)CCC2	-10%	-1%	8%	13%	8%	2%	-7%	-2	i
[O-][n+]1ccc(C(O)c2ccccc2)cc1 (stereo not given)	?	4%	9%	5%	3%	1%	-7%	-2	i
COc1ccccc1-c1cccc([C@@H]2C[C@H]3[C@H](CON3C)CN2Cc2cc(Cl)cc(Cl)c2)c1	2%[9.22 µM]	-7%	-1%	-4%	-62%[inhibitor]	-7%	-37%	1	i
COc1ccccc1-n1nnnc1SCC(=O)Nc1ccccc1	-1%	14%	-19%	-14%	-2%	-5%	-16%	23	i
O=C(C1CCN(S(=O)(=O)c2cccs2)CC1)N1CCCCC1	-16%	6%	-4%	0%	3%	4%	-2%	33	i
O=C(Nc1ccccc1N1CCCC1)c1ccccc1F	3%	3%	1%	0%	-2%	-3%	-18%	27	i
COc1cccc(CNCc2ccc(OC)c3ccccc23)c1OC	13%	-25%	?	?	1%	-31%	-37%	-84*	i
COC(=O)c1ccc(-n2c(CCC(=O)O)ccc2-c2ccccc2)cc1	?	0%	-11%	-6%	8%	-2%	-2%	-8	i
NC(=O)CSc1nc2ccccc2n1Cc1ccccc1	-2%	6%	2%	-4%	1%	3%	3%	12	i
CCOc1ccccc1C(=O)Nc1ccc(S(=O)(=O)Nc2nc(C)cc(C)n2)cc1	.	2%	.	.	.	-9%	-3%	.	i
COc1ccc(-n2c(SC)nc(O)c(Cc3ccccc3)c2=O)cc1	-6%	5%	2%	5%	2%	1%	9%	24	i
Cn1nc(N)c2ncc(C(Cl)(Cl)Cl)nc21	.	12%	-6%	-12%	.	.	-49%	-5	i
Cc1ccc(-n2c(SCC(=O)NCc3ccc4c(c3)OCO4)nnc2-c2cccnc2)c(C)c1	-2%	5%	5%	6%	-1%	1%	-1%	-20	i
COc1cccc(NC(=O)Nc2nnc(N3CCCCC3C)s2)c1 (stereo not given)	-3%	5%	-5%	-8%	?	52%[activator]	-10%	0	i
O=[N+]([O-])c1ccc(NCCCc2ccccc2)cc1	.	5%	0%	-7%	.	.	-23%	-18	i
CC(=O)c1ccc(NC(=O)Cn2cnc(S(=O)(=O)N3CCc4ccccc43)c2)cc1	?	3%	-4%	-3%	-2%	-1%	0%	13	i
CN1C(=O)[C@@H]2[C@@H]3C[C@@H]([C@H]4ON=C(c5ccccc5OCC#N)[C@@H]34)[C@@H]2C1=O	2%	11%	11%	0%	7%	-7%	0%	35	i
COC(=O)c1ccc(C)c(NC(=O)c2ccc(Cl)c([N+](=O)[O-])c2)c1	13%	?	20%	12%	?	-7%	15%	-2	i
CC(NC(=O)c1ccc2ccccc2n1)c1ccc(Br)cc1 (stereo not given)	?	?	-3%	-15%	23µM*	-5%	-5%	-11	i
COc1ccc(CCNC(=O)CNCC2CCCCC2)cc1OC	1%	10%	0%	0%	-15%	.	1%	11	i

Full records from above. Order of values: SW480 rerep	KB-3-1 tox	HT1080 IDH1KD tx	HT1080-NT tox	MCF10A rereplic	ATXN2 expr inh	HepG2 tox	IL1B secr inh	ATXN viability
Cn1nc(N)c2ncc(C(Cl)(Cl)Cl)nc21 reads .	12%	-6%	-12%	.	.	-49%	-5	i
COc1ccccc1-n1nnnc1SCC(=O)Nc1ccccc1 reads -1%	14%	-19%	-14%	-2%	-5%	-16%	23	i
COc1cccc(NC(=O)Nc2nnc(N3CCCCC3C)s2)c1 (stereo not given) reads -3%	5%	-5%	-8%	?	52%[activator]	-10%	0	i
CCOc1ccccc1C(=O)Nc1ccc(S(=O)(=O)Nc2nc(C)cc(C)n2)cc1 reads .	2%	.	.	.	-9%	-3%	.	i
CCC1=C(OC(=O)N(CC)CC)N2C(=O)OC(=NCC3CC3)[C@]2(Cc2ccccc2)[C@H]2C1=CC[C@H]1C(=O)N(CC)C(=O)[C@H]12 reads 9%	-5%	?	?	?	0%	-4%	?	?

In a second layout: entries from further up
Molecule | SW480 rerep | KB-3-1 tox | HT1080 IDH1KD tx | HT1080-NT tox | MCF10A rereplic | ATXN2 expr inh | HepG2 tox | IL1B secr inh | ATXN viability
CCOC(=O)CSc1cn2c(n1)CCC2 | -10% | -1% | 8% | 13% | 8% | 2% | -7% | -2 | i
CCOc1ccccc1C(=O)Nc1ccc(S(=O)(=O)Nc2nc(C)cc(C)n2)cc1 | . | 2% | . | . | . | -9% | -3% | . | i
CC(=O)c1ccc(NC(=O)Cn2cnc(S(=O)(=O)N3CCc4ccccc43)c2)cc1 | ? | 3% | -4% | -3% | -2% | -1% | 0% | 13 | i
Cc1cc(=O)oc2cc(OCC(=O)N/N=C/c3ccccc3O)ccc12 | 2% | ? | -11% | -26% | -14% | -6% | -9% | 23 | i

New compounds follow
SMILES	SW480 rerep	KB-3-1 tox	HT1080 IDH1KD tx	HT1080-NT tox	MCF10A rereplic	ATXN2 expr inh	HepG2 tox	IL1B secr inh	ATXN viability
CCNc1nc(NCC)nc(N/N=C/c2ccc(N(C)C)cc2)n1	?	2%	6%	7%	-7%	.	-5%	0	i
COc1ccc(NC(=O)Cn2nnc(C(=O)NCCc3ccccc3)c2N)c(OC)c1	1%	3%	11%	?	1%	-31%	3%	26	i
Cc1ccc(NC(=O)N2CCN(Cc3nc4ccc(C)cc4o3)CC2)c(Cl)c1	.	-10%	.	.	.	-6%	-26%	.	i
O=C(O)c1ccc2c(c1)C1C=CCC1C(c1cc3c(cc1Br)OCO3)N2 (stereo not given)	-18%	3%	?	?	?	1%	-8%	0	i
CCOC(=O)C(=O)c1c(-c2ccccc2)nc2ccccn12	24%	-8%	-4%	-6%	20%	-4%	-14%	0	i
CCOC(=O)COn1c(-n2nc(C)cc2C)nc2ccccc2c1=O	7%	?	-16%	-4%	7%	-18%	-12%	-21	i
O=C(CCc1nnc2ccc(NCc3ccc(F)cc3)nn12)NC1CCCC1	3%	-5%	16%	13%	8%	3%	-12%	-1	i
CC(C)c1ccc(-c2nn(-c3ccccc3)cc2C2C(C#N)=C(N)OC3=C2C(=O)CC(C)(C)C3)cc1 (stereo not given)	-3%	?	?	?	?	1%	-32%	-29	?
CCc1cccc(C)c1NC(=O)COn1nnc2ccc(C(F)(F)F)cc21	5%	9%	0%	-10%	-10%	-3%	-38%	0	i
Cc1cccc(NC(=O)c2cc3ccccc3c(=O)o2)n1	-5%	-2%	18%	6%	4%	36%[activator]	0%	-17	i
O=C(Nc1cccc(S(=O)(=O)N2CCCC2)c1)C1CCCN1C(=O)c1cccs1 (stereo not given)	?	1%	-1%	8%	-3%	.	-21%	-4	i
O=C(CCS(=O)(=O)c1cccs1)NC1CCCCCC1	-6%	0%	0%	0%	1%	24%	-23%	4	i
O=c1cc(CSc2n[nH]c(=O)n2C2CC2)c2ccc(O)cc2o1	-2%	3%	-2%	3%	10%	7%	13%	31	i
COc1ccc(N(CCCN2C(=O)c3cccc4cccc(c34)C2=O)C(=O)c2cccs2)cc1	-10%	-8%	-22%	-15%	9%	-11%	-22%	31	i
Cc1cc(Cl)cc2c(N=Nc3ccccc3C(=O)O)c(O)[nH]c12	-25%	-3%	-1%	1%	-2%	47%[activator]	12%	0	i
COc1ccc(-c2csc3ncnc(N4CCN(C(=O)c5ccco5)CC4)c23)cc1	4%	-1%	-21%	-20%	7%	?	-3%	44	?
CCOc1cc(S(=O)(=O)n2ccc(C)n2)ccc1Br	13%	-1%	0%	-17%	2%	-2%	5%	3	i
O=C1CCC[C@@H]2CC(Nc3ccc(F)cc3F)C[C@@H]3CCN1[C@H]23 (stereo not given in full)	-64%[inhibitor]	1%	0%	3%	2%	-7%	-3%	32	i
O=C(NCCN1CCC(n2c(=O)[nH]c3ccccc32)CC1)c1cccnc1Cl	.	?	12%	15%	.	10%	.	?	i
CC(C)(C)c1ccc(OCCCn2ccnc2)cc1	2%	-3%	-24%	-12%	?	-11%	-17%	-68*	i

Screening results deposited in PubChem by National Center for Advancing Translational Sciences (NCATS).
